Bioassay records as filed in PubChem BioAssay.
XIAP antagonists = XIAP antagonists, biochemical, IAP family, fluorescence polarization (AID 1018); displacement, % at 20 µM; hits with a dose series show IC50 in µM; XIAP BIR domain, fluorescence polarization peptide displacement; higher % means a stronger effect; actives 0.007% (n = 200,000); in the data active = displacement above about 50%; note: a part of the inactive calls stands beside numbers as strong as those of hits
LYP inhibition = inhibitors of LYP phosphatase, biochemical, fluorescence intensity, uHTS (AID 1779); actives 0.054% (n = 290,000); one-dose inhibition, % at 11.5 µM; IC50 in µM for titrated hits; recombinant LYP phosphatase, fluorescence intensity; higher % means a stronger effect;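 note: plate controls were vehicle with enzyme for no effect and no enzyme for full effect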
NS5 inhibitors = flavivirus cap methylation enzyme inhibition – biochemical, confirmation dose response, primary screen (AID 588689); actives 0.3% (n = 340,000); Dengue-2 NS5 methyltransferase capping enzyme assay, biochemical; higher % means a stronger effect; one-dose inhibition, % at 25 µM; IC50 in µM for titrated hits; in the data active = a potency from the dose series; inconclusive = inhibition above about 29% without an active follow-up result
Myeloid diff 2 = compounds promoting myeloid differentiation | ER-HoxA9 myeloid progenitors, lysozyme-GFP differentiation, flow cytometry | calls only at 10 µM | actives 1% (n = 360,000) | AID 624256;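 active = normalized GFP-positive differentiation at or above the plate's own cutoff, the solvent-only control mean plus 3 SD; inconclusive = no clear call, values can overlap the other calls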;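 note: cells exposed to compound for four days before flow analysis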
Hep lipid drop = modulators of hepatic lipid droplet formation | AML12 mouse hepatocytes, oleate lipid droplets, BODIPY imaging | inhibition, % at 6.5 µM | actives 0.4% (n = 240,000) | AID 1656;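 active = lipid droplet intensity inhibited by at least 50%, with more than 500 cells counted; inconclusive = wells with under 300 cells, treated as cytotoxic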
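Assay system: AML12 mouse liver cells | Compound dosing: One dose, 6.5 µM compound | Read-out basis: Droplet intensity reduction, % inhibition | Measured by: Fluorescence imaging, 20x objective, two fields per well | Schedule: Overnight treatment with compound plus oleate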
HIV peptide binding = inhibitors of HIV fusion peptide binding, primary screen, biochemical, uHTS, fluorescence dequenching (AID 1986). cell-free peptide binding, fluorescence dequenching, 30 min; higher % means a stronger effect. inhibition, % at 20 µM, or IC50 in µM where a hit was titrated. actives 0.3% (n = 290,000); in the data active = inhibition mostly above about 52%, no sharp cut-off; inactive = mostly below about 76%; note: some results filed as inactive read as strong as hits
NOD2 inhibition = inhibition of NOD2-driven NF-kB reporter – cell-based, luminescence, uHTS, HEK293 (AID 1566); HEK293 NOD2/NF-kB luciferase reporter, luminescence; higher % means a stronger effect; inhibition, % at 4 µM, or EC50 in µM where a hit was titrated; actives 0.63% (n = 290,000); note: many of its hits are not listed in these tables
SIAH1 antagonists = blockers of Siah-1 interaction with plectin peptide – biochemical, fluorescence polarization, rhodamine-plectin, uHTS, primary screen (AID 1817); actives 0.02% (n = 290,000); Siah-1 / rhodamine-plectin peptide fluorescence polarization; higher % means a stronger effect; one-dose displacement, % at 20 µM; IC50 in µM for titrated hits;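 active = displacement of at least 50% at 20 µM, with a fluorescence ratio check between 0.3 and a set limit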;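 note: plate controls were Siah plus tracer with DMSO for no effect and tracer alone without Siah for full effect; strong numbers were not always called active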
AID2073 = disruptors of CaV2.2 binding to Mint1 – biochemical, HTRF (AID 2073) | one-dose inhibition, % at 20 µM; IC50 in µM for titrated hits | HTRF protein-protein interaction, Mint1-CaV2.2; higher % means a stronger effect | actives 0.19% (n = 290,000); in the data active = inhibition mostly above about 51%, no sharp cut-off; inconclusive = no clear call, values can overlap the other calls; inactive = mostly below about 53%; note: some results filed as inactive read as strong as hits
Hep lipid drop cells 6.5 µM = further read-out of Hep lipid drop, marked with its call; cell count; measured here: cell count, cytotoxicity flag;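 cells counted across two imaged fields per well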
NS5 inhibitors pilot replicate = recorded beside NS5 inhibitors, whose call it bears; inhibition, %; measured here: pilot screen replicate inhibition
Myeloid diff 2 GFP+ MAC1+ % = also measured in Myeloid diff 2; calls as there; GFP+ MAC1+ double positive, %; measured here: differentiation confirmed by MAC1 staining
Starred values were filed as active, the others as inactive; i = inactive; ? = inconclusive; · = not tested or not shown. Cut-off read from the data, not from the text of the source, unless noted: active = inhibition above about 50%; inactive = the rest.

SMILES	XIAP antagonists	LYP inhibition	NS5 inhibitors	Myeloid diff 2	Myeloid diff 2 GFP+ MAC1+ %	Hep lipid drop	Hep lipid drop cells 6.5 µM	HIV peptide binding	NOD2 inhibition	SIAH1 antagonists	AID2073	others
CCOC(=O)c1sc(=NC(=O)CCSc2ccccc2)n(C)c1C	-7.5%	3%	-2%	i	0.2	5	735	-0.2%	-55%	4%	28%
CN(C)c1ccc(NC(=O)CSc2nc(C3CC3)nc3ccccc23)cc1	·	-1%	-6%	i	0.4	0	805	-3.2%	-17%	-1%	-7%
Cc1cccc(CS(=O)(=O)c2ncc(Cl)c(C(=O)NCc3ccc4c(c3)OCO4)n2)c1	·	1%	-81%	i	0.0	16	766	0.6%	-53%	-6%	-13%
COC(=O)c1sc(SC)c(S(=O)(=O)C(C)C)c1N/N=C(\C#N)C(=O)c1ccccc1	·	2%	15%	i	0.4	3	688	1.7%	23%	5%	4%
S=c1[nH]nc(-c2ccccn2)n1/N=C/c1ccc(Br)s1	-31%	4%	9%	i	0.6	25	702	-3.7%	-8%	-5%	-2%
COCCNC(=O)c1cn(CCOC)c(=O)c2c1c1ccccc1n2C	·	-2%	2%	i	0.5	-3	839	1.1%	-12%	7%	3%
CCCN(Cc1nnc(-c2ccccc2Cl)o1)C(=O)c1cccc(S(=O)(=O)N2CCOCC2)c1	·	-9%	11%	i	0.6	4	851	-0.2%	9%	1%	8%
O=c1oc2ccccc2c(N2CCCCC2)c1[N+](=O)[O-]	-4.0%	1%	-8%	i	0.8	0	644	3.3%	15%	-2%	-4%
Cc1ccc(CN2CCN(Cc3ccncc3)CC2CCO)o1 (centres undefined)	-5.4%	-7%	-5%	i	0.4	30	712	2.2%	6%	4%	8%
CCCNS(=O)(=O)c1ccc(CCC(=O)N2CCCC2)cc1	-0.3%	-5%	·	i	0.0	2	658	-0.3%	16%	0%	-5%
COc1ccc(CNc2nc3c(c(=O)n(Cc4ccc(Br)cc4)c(=O)n3C)n2C)cc1	-0.2%	-8%	14%	i	1.1	5	754	-2.9%	·	-1%	-3%
COc1cc(O)ccc1/C=N/NC(=O)c1ccc([N+](=O)[O-])cc1	-6.1%	-2%	10%	i	0.2	10	713	-4.5%	14%	-3%	-2%
NC(=O)C1CCCN(C(=O)NC2CCCCC2)C1 (centres undefined)	-4.7%	-1%	-3%	i	0.6	13	774	0.2%	-1%	5%	1%
COc1cccc(OC)c1OC(=O)c1cnccn1	·	-11%	-6%	i	2.1	-16	814	-2.7%	11%	13%	15%
CC(=O)NC(CCS(C)(=O)=O)C(=O)Nc1c(F)cccc1F (centres undefined)	-8.4%	-8%	-8%	i	0.8	·	·	-0.3%	8%	0%	-3%
COc1ccc(C/C(C)=N/NS(=O)(=O)c2ccc(Br)cc2)cc1	-4.1%	-2%	-5%	i	0.3	9	726	-1.5%	15%	3%	3%
CCOC(=O)c1csc(NC(=O)c2cc(=O)c3ccccc3o2)n1	-13%	-1%	-6%	i	0.3	1	697	0.8%	4%	0%	-3%
Cc1ccc(-c2nnn(CCOc3cccc(Br)c3)n2)cc1	10%	-9%	-7%	i	0.3	-6	624	-0.2%	6%	15%	8%
COC(=O)c1ccc(NC(=O)c2ccc(OC(C)=O)c(OC)c2)cc1	1.4%	3%	-5%	i	0.6	-1	606	-0.9%	-84%	13%	3%
Cn1c(=O)c2c(ncn2Cc2ccc(Cl)cc2)n(C)c1=O	-5.4%	-7%	-4%	i	0.6	-6	753	-0.3%	1%	-1%	-16%
Cc1cc(C)c2nc(Cl)c(Cl)nc2c1	·	0%	7%	i	0.5	-7	709	0.9%	9%	11%	15%
O=C(O)c1ccccc1-c1nc2cc(Cl)ccc2c(=O)n1O	-6.7%	1%	2%	i	0.2	5	670	6.7%	-6%	13%	5%
COc1cc(OC)c(NC(C)C(=O)NCc2ccccc2)cc1Cl (centres undefined)	-4.5%	-2%	-2%	i	0.5	-11	710	1.3%	-1%	0%	-34%
CCCc1cc(C(=O)Nc2ccc(C(=O)OC)cc2)cs1	·	-10%	2%	i	3.0	1	804	-0.6%	-53%	4%	4%
O=C(N/N=C/c1ccc(OC(=O)c2ccccc2Cl)cc1)c1cc(O)cc(O)c1	·	-3%	6%	?	·	15	873	9.1%	-62%	40%	28%
COc1ccc(CNC(=O)CCn2ccc3cc(S(=O)(=O)N4CCCC4)ccc32)cc1	·	-3%	1%	i	2.2	-20	687	0.2%	-2%	-5%	12%
COc1ccc(-c2oc3ccc(-c4cc(OC)c(OC)c(OC)c4)cc3c2C#Cc2ccsc2)cc1	·	-6%	0%	i	2.3	·	·	4.0%	5%	2%	30%
COC(=O)/C(=C\Nc1ccccc1N)c1ncc(C(F)(F)F)cc1Cl	-1.7%	1%	3%	i	0.6	0	724	-1.0%	11%	2%	2%
O=C(NCc1ccco1)c1nc(-c2ccc(F)cc2)no1	0.4%	3%	-1%	i	0.8	4	687	0.5%	5%	0%	1%
Cc1ccc(/C=C2/SC(=S)N(CCC(=O)N3CCOCC3)C2=O)cc1	·	-7%	1%	?	·	0	836	0.2%	2%	1%	-2%
Cc1ccc(C(=O)N/C(=C\c2ccco2)C(=O)NCc2cccnc2)cc1	-9.7%	-5%	1%	i	0.4	-4	614	16%	25%	-11%	-4%
O=C(Nc1ccc(-c2ccco2)cc1)C1CCCN(Cc2ccc(CO)o2)C1 (centres undefined)	·	-8%	-4%	i	0.0	9	852	5.5%	-3%	-4%	8%
COc1ccccc1C(=O)Nc1ccccc1N1CCOCC1	-3.7%	-8%	1%	i	0.2	·	·	2.8%	-2%	5%	16%
CCN(c1ccccc1)S(=O)(=O)c1ccc(C(=O)NCCc2ccc(S(N)(=O)=O)cc2)cc1	·	-5%	-11%	i	0.9	21	771	2.9%	-4%	3%	5%
COc1ccc(N2CCN(CC(O)COCCOc3ccc(Br)cc3)CC2)cc1 (centres undefined)	-3.2%	-1%	-4%	i	1.1	-51	573	0.5%	-9%	-5%	15%
COc1ccc(C(=O)NCC(=O)NCC(=O)OCC(=O)c2ccc(Br)cc2)cc1	·	-12%	1%	i	0.3	-1	857	1.4%	6%	8%	12%
Cc1cc(N/N=C/c2cccc(Cl)c2)nc(-n2nc(C)cc2C)n1	·	2%	-2%	i	0.6	-33	657	-0.5%	21%	18%	15%
O=C(CCn1nnnc1CN1CCOCC1)N1CCC(c2ccccc2F)C1 (centres undefined)	·	-16%	-4%	i	0.8	-24	701	1.5%	8%	-6%	-5%
COC(=O)c1ccc(NC(=O)CSCc2ccccc2C)cc1	-13%	1%	-6%	i	0.5	-2	709	-1.9%	7%	-1%	5%
Cc1cc2cc(CNC(=O)c3ccc(S(=O)(=O)N4CCCCC4)cc3)ccc2[nH]1	-17%	7%	-1%	i	1.8	47	680	-0.8%	-2%	-4%	10%
Cc1cnc(NC(=O)c2ccncc2)s1	-1.3%	-6%	3%	i	0.3	-8	703	0.8%	-24%	0%	-6%
COc1cccc(NC(=O)COC(=O)CC(NC(N)=O)c2ccc(Cl)cc2)c1 (centres undefined)	·	-11%	-5%	i	0.1	3	739	-0.7%	-10%	2%	2%
C/C(=C\C(=O)c1ccc(Cl)cc1Cl)N(C)C	-0.1%	-3%	-9%	i	0.8	0	700	0.3%	10%	7%	3%
CCN(CC(=O)NCCc1ccc(S(N)(=O)=O)cc1)Cc1nc2ccccc2c(=O)[nH]1	-2.9%	-8%	2%	i	1.1	·	·	0.2%	11%	1%	-5%
COc1ccccc1CNS(=O)(=O)c1c(C)nc2scc(C)n2c1=O	·	-10%	5%	i	4.2	13	751	0.4%	6%	-1%	16%

Overlap with the part before: 4 compounds, followed by the next part.
SMILES	XIAP antagonists	LYP inhibition	NS5 inhibitors	Myeloid diff 2	Myeloid diff 2 GFP+ MAC1+ %	Hep lipid drop	Hep lipid drop cells 6.5 µM	HIV peptide binding	NOD2 inhibition	SIAH1 antagonists	AID2073	others
COc1cccc(NC(=O)COC(=O)CC(NC(N)=O)c2ccc(Cl)cc2)c1 (centres undefined)	·	-11%	-5%	i	0.1	3	739	-0.7%	-10%	2%	2%
C/C(=C\C(=O)c1ccc(Cl)cc1Cl)N(C)C	-0.1%	-3%	-9%	i	0.8	0	700	0.3%	10%	7%	3%
CCN(CC(=O)NCCc1ccc(S(N)(=O)=O)cc1)Cc1nc2ccccc2c(=O)[nH]1	-2.9%	-8%	2%	i	1.1	·	·	0.2%	11%	1%	-5%
COc1ccccc1CNS(=O)(=O)c1c(C)nc2scc(C)n2c1=O	·	-10%	5%	i	4.2	13	751	0.4%	6%	-1%	16%
O=C(Nn1c(-c2ccncc2)nc2ccccc2c1=O)c1ccc(Br)cc1	-1.0%	-1%	1%	i	0.2	-2	729	5.0%	8%	1%	-13%
COc1ccc(NCC(O)Cn2c(C)c(C)c3ccccc32)cc1 (centres undefined)	0.1%	1%	-5%	i	0.4	4	691	-1.1%	4%	4%	-12%
COc1cccc(-c2nc(CS(=O)CC(=O)NCc3ccccc3)c(C)o2)c1 (centres undefined)	-7.0%	1%	-3%	i	1.7	·	·	4.2%	3%	0%	9%
O=C(NC1(C(F)(F)F)NC(=O)N(Cc2ccco2)C1=O)c1cccs1 (centres undefined)	-13%	34%	3%	i	0.2	·	·	1.2%	16%	8%	7%	NS5 inhibitors pilot replicate=3.7
CCCC(=O)N(CCN1CCOCC1)c1nc2ccc(OCC)cc2s1	·	-10%	-12%	i	1.1	-19	733	0.2%	-2%	4%	-4%
O=C(c1cc2cc(Cl)ccc2[nH]1)N1CCN(c2ccccc2F)CC1	·	-3%	-2%	i	0.6	-12	767	1.0%	4%	15%	12%
CC(C)CCNC(=O)CCn1nc(-c2ccccc2)ccc1=O	-5.8%	0%	0%	i	1.0	·	·	-0.4%	7%	1%	18%
Cc1ccc(CNC(=O)CCC(=O)n2ncc3cc(C)ccc32)cc1	·	-2%	-1%	i	2.4	5	703	-1.4%	2%	3%	10%
CCCOc1ccc(-c2cnc(N)s2)cc1	0.8%	-2%	-1%	i	6.1	-3	678	2.1%	-48%	9%	-13%
CCn1c(C(C)NC(=O)c2cccs2)nc2ccccc21 (centres undefined)	-2.0%	1%	0%	i	1.3	-1	667	-1.7%	8%	2%	1%
N#CCSc1nc2ccccc2o1	·	3%	6%	i	0.6	-3	675	-0.9%	16%	-2%	9%
CCCN1C(=O)/C(=C2\SC(=S)N(c3c(C)n(C)n(-c4ccccc4)c3=O)C2=O)c2ccccc21	·	-3%	·	·	·	-12	688	-1.2%	-5%	-1%	-23%
CNNC(=S)NC1CC2CC1C1C=CCC21 (centres undefined)	·	-4%	2%	i	1.0	-17	507	-2.0%	-1%	-4%	-36%

A portion of the library. The share of hits here may be higher or lower than overall.
